Statin myotox sup = suppression of simvastatin myotoxicity; C2C12 myotubes + simvastatin, ATP luminescence, 48 h; scaled: DMSO 0, geranylgeraniol control 100; rescue of ATP level, % at 7.49 µM; actives 0.78% (n = 330,000);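 active = mean ATP rescue above about 67%, or every replicate alone reaching that limit, limit read from the data, passing the limit was not always enough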;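 also: myotubes were challenged with 10 µM simvastatin during compound exposure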
ARNT TACC3 PPI = disrupts binding between human ARNT and TACC3. actives 0.66% (n = 390,000). AlphaScreen His-ARNT PAS-B/GST-TACC3 binding, luminescence; TACC3 fragment carries E629A point mutation. inhibition, % at 9.99 µM;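 active = mean inhibition of replicates at least 50% and at least half of replicates each reaching 50%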;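 also: 0% = complete ARNT plus TACC3 wells and 100% = ARNT alone without TACC3; many hits fall short of the cut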
PGC1a acetyl inh = lowers PGC1a acetylation signal in U2OS cells; AlphaScreen anti-acetyl-lysine; with virally co-expressed GCN5 acetyltransferase; actives 0.17% (n = 350,000); inhibition, % at 15.6 µM;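 active = every replicate shows inhibition of at least 40%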;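 also: 0% = neutral control wells and 100% = positive control wells; some results beyond the cut were filed as inactive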
Cneo AK release = Cryptococcus neoformans lysis via adenylate kinase release. C. neoformans lysis, adenylate kinase release luminescence, 4 h; normalised: neutral wells 0, clomiphene wells 100. lysis activity, % at 15 µM. actives 0.2% (n = 360,000);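 active = mean lysis activity across replicates of at least 80%, whatever share of replicates individually reach that level; inactive = mean lysis activity below 80%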
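read-out = cell lysis signal | test system = log-phase Cryptococcus neoformans yeast cells | input = cells at 5 × 10^6 per mL | medium = fresh YPD growth medium | signal = luminescent adenylate kinase detection reagent | timing = 4 h at 37 °C static, read 1 h later | dosing = single dose | controls = Clomiphene as positive lysis control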
PglD inh = PglD (C. jejuni) enzyme inhibition. purified PglD enzyme, DTNB colorimetric CoA detection. inhibition, % at 12.5 µM. actives 0.098% (n = 360,000). AID 602405; in the data active = inhibition above about 16%, passing the limit was not always enough; also: strong numbers were not always called active
LGR2 antag = blocks bursicon-induced cAMP signaling via Drosophila LGR2; inhibition, % at 9.99 µM; AID 720647; HEK293 LGR2, CRE-luciferase, bursicon-stimulated, 4 h; actives 0.35% (n = 380,000);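 active = drop in luminescence signal, shown as inhibition above about 50% in the replicate tests, limit read from the data, passing the limit was not always enough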;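 also: agonist challenge used bursicon conditioned medium at about half maximal strength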
INS-1E GSIS act = primary screen for activators of insulin secretion dependent on glucose, INS-1E cells, GLuc reporter luminescence; INS-1E GLuc reporter insulin secretion, 2-3 h; activation, % at 16.6 µM; actives 0.61% (n = 370,000);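 active = lowest replicate activation of at least 40%, so every replicate reaches that level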;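 also: 0% = median of neutral control wells and 100% = median of IBMX positive control wells; some compounds called inactive have numbers as strong as hits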
PAX8 reporter = inhibitors of PAX8 transcriptional activity in RMG-I cells; RMG-I TPO-luciferase reporter, SteadyGlo, 24 h; inhibition, % at 12.6 µM; actives 1.2% (n = 360,000); AID 652154;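 active = mean replicate inhibition at least 60% with every replicate also reaching 60%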;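 also: luciferase light reporting Pax8 driven TPO promoter activity; plate controls were median of neutral control wells for no effect and mitoxantrone controls for full effect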
* marks the source's active call; other numbers are inactive results; . = no result given.

SMILES	Statin myotox sup	ARNT TACC3 PPI	PGC1a acetyl inh	Cneo AK release	PglD inh	LGR2 antag	INS-1E GSIS act	PAX8 reporter
CCC(=O)N1[C@@H]2c3cccc(=O)n3C[C@@H]2[C@@H](CO)[C@@H]1C(=O)NCc1ccccc1F	5.7	2.1	.	-0.8	3.5	-3.0	18.1	-9.4
Cc1cc(C)c(S(=O)(=O)N2CCN(C(=O)C3CCCO3)CC2)c(C)c1 (stereo not given)	-8.4	2.0	3.7	-1.7	-3.0	-1.0	.	10.8
Cc1ccccc1-c1ccc2c(c1)O[C@@H](CN(C)Cc1ccc(C(=O)O)cc1)[C@H](C)CN([C@@H](C)CO)S2(=O)=O	-5.2	-1.2	9.4	-2.2	-0.5	10.9	3.2	14.4
COc1cccc(N2CC(C(=O)NNC(=O)c3ccc(Cl)cc3)CC2=O)c1 (stereo not given)	-1.6	-3.0	.	3.5	-2.3	13.2	36.2	-3.3
Fc1cccc(CCN2CCNC[C@H]2Cc2cccc3ccccc23)c1	9.2	20.3	0.3	1.3	3.5	9.2	-30.5	2.8
Cc1ccc(C)c(NC(=O)COC(=O)COc2cccc3c2OC(C)(C)C3)c1	9.9	-9.1	5.2	-0.4	2.1	3.0	-0.5	-1.2
CN(C)N=Nc1ccc(S(=O)(=O)NC(=O)Cc2ccccc2)cc1	3.7	1.3	.	0.1	7.1	1.2	-5.8	11.2
O=C(C1CCC1)N1CCc2cc(S(=O)(=O)NCCN3CCN(c4ccccc4F)CC3)ccc21	.	-0.5	-18.3	0.0	-4.0	-28.6	.	.
C[C@@H]1CN([C@@H](C)CO)C(=O)c2c(c3ccccc3n2C)-c2ccccc2CO[C@H]1CN(C)Cc1cccnc1	.	11.9	-1.5	-4.6	-2.1	7.0	10.7	1.4
COCC(=O)Nc1ccc2c(c1)[C@H]1C[C@H](CC(=O)N3CCc4ccccc4C3)O[C@@H](CO)[C@H]1O2	-0.8	-3.2	0.0	-3.8	2.7	1.6	25.1	.
CCCCN(CC)C(=O)CN1C(=O)c2ccccc2C1=O	.	0.6	8.8	9.1	-2.1	.	.	.
Cc1cccc(C(=O)N2CCc3ccccc3C2)c1[N+](=O)[O-]	.	3.8	.	.	.	4.2	-6.7	-0.3
COc1ccc(S(=O)(=O)N2CCOCC2)cc1NC(=O)CSc1cc(C)ccc1C	-3.7	-2.7	.	-4.8	0.6	10.9	-38.1	0.3
CC[C@H](C)[C@@H](NC(=O)O[C@@H]1C(=O)c2cc(OC)ccc2O[C@H]1c1ccc(OC)c(Br)c1)C(=O)OC	13.1	4.0	-8.6	0.4	1.5	.	.	.
O=C(c1ccco1)N1CCN(C(c2ccc(Cl)cc2)c2nnnn2Cc2ccccc2)CC1 (stereo not given)	-2.2	.	-13.2	-0.5	-3.3	.	.	.
Cc1cccc(C)c1NC(=O)CN(C)C(=O)c1cccc(S(=O)(=O)N2CCN(C)CC2)c1	.	-0.2	11.1	.	.	-21.2	8.5	5.6
Cc1nnc(NC(=O)CSc2nnc(CNC(=O)C34CC5CC(CC(C5)C3)C4)n2C2CCCCC2)s1	17.4	-0.8	.	0.3	0.9	.	.	-0.5
Cc1cccc(N2CCN(c3nnc(C(F)(F)F)s3)CC2)c1	.	-2.3	-11.7	.	.	12.6	-1.5	-3.5
COCCCNCCOc1ccccc1-c1ccccc1	-7.8	-24.5	-3.8	.	.	-3.9	11.4	33.3
O=C(Nc1ccc(CN2CCCCC2)cc1)c1ccc2c(c1)OCO2	-15.0	-1.1	0.6	3.2	3.7	.	.	.

Some of these compounds in order of formula weight, ascending:
SMILES	Statin myotox sup	ARNT TACC3 PPI	PGC1a acetyl inh	Cneo AK release	PglD inh	LGR2 antag	INS-1E GSIS act	PAX8 reporter
CCCCN(CC)C(=O)CN1C(=O)c2ccccc2C1=O	.	0.6	8.8	9.1	-2.1	.	.	.
Cc1cccc(C(=O)N2CCc3ccccc3C2)c1[N+](=O)[O-]	.	3.8	.	.	.	4.2	-6.7	-0.3
Cc1cc(C)c(S(=O)(=O)N2CCN(C(=O)C3CCCO3)CC2)c(C)c1 (stereo not given)	-8.4	2.0	3.7	-1.7	-3.0	-1.0	.	10.8
Cc1ccc(C)c(NC(=O)COC(=O)COc2cccc3c2OC(C)(C)C3)c1	9.9	-9.1	5.2	-0.4	2.1	3.0	-0.5	-1.2
COc1cccc(N2CC(C(=O)NNC(=O)c3ccc(Cl)cc3)CC2=O)c1 (stereo not given)	-1.6	-3.0	.	3.5	-2.3	13.2	36.2	-3.3
O=C(c1ccco1)N1CCN(C(c2ccc(Cl)cc2)c2nnnn2Cc2ccccc2)CC1 (stereo not given)	-2.2	.	-13.2	-0.5	-3.3	.	.	.
O=C(C1CCC1)N1CCc2cc(S(=O)(=O)NCCN3CCN(c4ccccc4F)CC3)ccc21	.	-0.5	-18.3	0.0	-4.0	-28.6	.	.
CC[C@H](C)[C@@H](NC(=O)O[C@@H]1C(=O)c2cc(OC)ccc2O[C@H]1c1ccc(OC)c(Br)c1)C(=O)OC	13.1	4.0	-8.6	0.4	1.5	.	.	.
Cc1ccccc1-c1ccc2c(c1)O[C@@H](CN(C)Cc1ccc(C(=O)O)cc1)[C@H](C)CN([C@@H](C)CO)S2(=O)=O	-5.2	-1.2	9.4	-2.2	-0.5	10.9	3.2	14.4

Following part.
SMILES	Statin myotox sup	ARNT TACC3 PPI	PGC1a acetyl inh	Cneo AK release	PglD inh	LGR2 antag	INS-1E GSIS act	PAX8 reporter
COc1ccc(C(=O)Nc2ccc(Br)cc2F)cc1S(=O)(=O)N1CCCC1	-14.0	1.0	-0.3	-4.0	-3.7	-10.8	-6.0	.
O=C(Nc1cccc(Cl)c1)OC1CCCCc2cccnc21 (stereo not given)	.	-2.1	.	.	.	3.5	-27.0	-10.2
CC(=O)c1c(C)[nH]c(C(=O)NCc2ccccn2)c1C	6.5	.	8.8	1.8	6.2	.	.	-56.7
COc1ccc(S(=O)(=O)N(C)C[C@H]2Oc3ccc(NC(=O)Cc4ccccc4)cc3CC(=O)N([C@@H](C)CO)C[C@@H]2C)cc1	-2.1	-4.6	-8.0	-1.1	1.3	2.3	7.2	-5.7
CCOP1(=O)C=C(Sc2ccc([N+](=O)[O-])cc2[N+](=O)[O-])C(C)(C)O1 (stereo not given)	2.7	-7.8	-14.8	.	.	-4.4	22.7	19.2
CCn1ccnc1CN1CCC(CO)(CCOc2ccccc2)CC1	-7.0	5.5	5.6	-0.5	6.4	31.6	-12.4	0.3
CCOC(=O)Cc1csc(NC(=O)CCCCCN2C(=O)c3cccc4cccc(c34)C2=O)n1	.	-2.5	4.1	4.4	7.4	.	.	.
CC1CC(C)CN(C(=O)c2ccc(S(=O)(=O)N3CCCCC3)cc2)C1 (stereo not given)	5.1	-10.8	.	-0.9	9.8	-9.2	11.4	-0.9
CC(=O)NCCSC(=O)c1ccc(F)cc1	0.7	.	-5.4	0.7	-2.8	.	.	.
O=C(O)c1ccc(NS(=O)(=O)c2cc(Cl)ccc2Cl)cc1	.	4.4	-12.5	.	.	-5.4	4.1	.
COc1cc(OC)cc(C(=O)NCC(=O)OCc2nc3ccccc3s2)c1	.	2.5	-6.2	.	.	-26.6	-5.8	-121.2
CSc1ccccc1NC(=O)c1ccc(Br)o1	6.8	11.5	-3.5	3.5	-1.6	.	.	-79.3
O=C(COc1ccc(Cl)cc1Cl)NCc1ccncc1	25.7	-6.6	11.8	4.2	-0.5	-5.1	-5.0	.
COc1ccc(NC(=O)CCC(=O)N/N=C/c2ccc([N+](=O)[O-])s2)cc1	4.5	-1.4	.	1.6	2.0	2.4	-23.9	.
O=C(NCc1cccnc1)C1CCN(c2ccc(S(=O)(=O)N3CCOCC3)cc2Cl)CC1	-3.2	-6.8	2.0	.	.	.	-21.2	17.4
Cc1ccsc1/C=N/NC(=O)c1cccc(S(=O)(=O)Nc2ccccc2Cl)c1	.	-14.1	.	.	.	-8.5	-5.0	18.5
CSc1nsc(SC)c1NC(=O)Nc1ccccc1C	1.2	4.4	103.3*	.	.	-14.0	2.7	14.9
COc1ccc(C(=O)NCCc2c[nH]c3ccccc23)cc1S(=O)(=O)N1CCOCC1	4.0	2.1	-7.6	1.1	0.2	.	.	.
COc1ccc(OCC(=O)N/N=C/c2cccn2-c2cccc(C(=O)O)c2)cc1	-11.0	-1.9	8.2	1.6	-1.6	-12.5	21.2	-22.3
CCCNC(=O)[C@H]1N2C(=O)c3c(ccc(OC)c3OC)C2SC1(C)C (stereo not given in full)	0.2	12.5	2.5	1.4	-0.2	-27.1	5.7	-15.8
O=C(NCc1ccccc1)C1CCN(c2nc(-c3ccccc3)nc3c2CCC3)CC1	-8.9	-5.1	.	4.6	-4.4	7.3	-8.4	19.8
O=C(Nc1cc(F)cc(F)c1)c1sc(Cl)nc1-c1ccccc1	-1.5	-1.6	-6.4	-0.6	2.1	13.5	20.3	-15.8
NC(=O)CC(NC(=O)c1ccccc1)c1ccc(NCc2ccccc2)c([N+](=O)[O-])c1 (stereo not given)	2.1	7.2	.	-1.6	-3.9	-2.8	-15.9	-1.7
CN(C)C(=O)C[C@H]1C=C[C@H](NC(=O)NC2CCCC2)[C@@H](CO)O1	1.7	0.7	2.1	0.3	-0.7	-4.5	11.5	1.1
NC(=O)C1(C(N)=O)OC1c1ccc(Cl)cc1Cl (stereo not given)	6.1	9.5	-0.7	-1.0	2.0	-4.4	26.7	4.4
CC(=O)Nc1cccc(-c2cccc3nccn23)c1	4.9	.	-4.3	-12.4	-1.6	-36.0	-0.7	-47.9
CC(C)c1ccc(/C=C/C(=O)Nc2nc3ccc([N+](=O)[O-])cc3s2)cc1	-21.7	9.4	6.1	11.6	0.6	.	.	3.2
Cc1cccc([C@@H]2[C@@H]3C(=O)N(Cc4ccccc4)C(=O)[C@@H]3[C@]3(CC(C)C)C(=O)N(c4cccc(Br)c4)C(=O)N23)c1	17.1	-6.8	-9.5	-0.7	-9.5	.	.	.
CC(C)CCNC(=S)Nc1ccccc1F	.	0.4	.	-1.3	-2.0	-11.2	1.4	-2.1
Cc1ccc(C(=O)NC2CCCCNC2=O)cc1 (stereo not given)	-0.1	-3.9	.	0.0	-9.4	-22.5	9.7	-36.8
CO[C@H]1CN(C)C(=O)c2ccc(NC(C)=O)cc2OC[C@@H](C)N(C(=O)CN2CCOCC2)C[C@@H]1C	0.9	-14.8	-7.6	6.8	-1.9	.	.	.
Cc1ccc(OCC(=O)NNC(=O)CCC(=O)Nc2ccc(C)cc2C)cc1	-7.5	-7.1	-8.9	-4.1	1.3	27.7	57.3*	.
O=C(O)CCCNC(=O)Cc1ccccc1	.	-2.5	8.0	.	.	-14.0	10.8	2.2
CCCS(=O)(=O)N1CCc2ccc(NC(=O)C3CCCO3)cc2C1 (stereo not given)	2.2	.	.	-3.9	-3.4	2.4	-2.2	3.1
COc1cccc(NC(=O)C(NCCC(C)C)c2ccccc2)c1 (stereo not given)	0.2	-9.0	-6.0	-1.2	-0.9	.	.	9.5
CCCC1C(=O)Nc2ccccc2N1C(=O)c1ccc(C(C)(C)C)cc1 (stereo not given)	5.6	-0.9	.	2.4	1.1	1.9	-13.8	-9.1
C[C@H]1CCCCO[C@H](CN(C)Cc2ccc(C(F)(F)F)cc2)[C@@H](C)CN([C@@H](C)CO)C(=O)c2cc(NC(=O)CCCN(C)C)ccc2O1	.	2.6	-17.2	3.6	-2.0	-0.2	26.7	.

Compound activity as filed in PubChem.
